Source: PubChem (several laboratories)
Large T inhibition – TAg ATPase/helicase activity blockers – biochemical (AID 1903) | inhibition, % at 20 µM, or IC50 in µM where a hit was titrated | 310,000 tested, 0.39% active | SV40 large T antigen ATPase/helicase inhibition assay; higher % means a stronger effect; in the data active means a potency from the dose series; further: strong numbers were not always called active
West Nile virus CPE – West Nile virus antiviral activity, cell-based, CPE readout (AID 1621); West Nile virus-infected cells, CPE inhibition; higher % means a stronger effect; CPE inhibition, % at 10 µM, or IC50 in µM where a hit was titrated; 290,000 tested, 0.02% active; in the data active means a potency from the dose series; further: strong numbers were not always called active
T cell modulator – T cell immune modulation candidate; AID 2052; calls only at 7 µM; 2C CD8+ T cell-vesicle binding, flow cytometry; stronger effect = lower value; 330,000 tested, 0.068% active;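 active means response, share of CD8 T cells binding vesicles, and their 90th percentile fluorescence all below set limits, cut at about 80% in these data, passing the limit was not always enough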
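Also added: QL9-peptide-loaded Drosophila micro-vesicles bearing Ld, ICAM-1 and B7-1; Test system: purified 2C TCR transgenic mouse naive CD8+ T cells; Measured by: cytometric PE anti-B7-1 and Alexa647 anti-CD8 signals after 1% paraformaldehyde fixation; Timing: binding step 1.5 h, 37 °C, antibody labelling 20 min, ice.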
RSV antiviral HEp-2 – inhibition of RSV-induced cytopathic effect – HEp-2 cells, primary 10 µM value included (AID 2391); HEp-2 cells, RSV-induced CPE inhibition; higher % means a stronger effect; one-dose CPE inhibition, % at 10 µM; IC50 in µM for titrated hits; 310,000 tested, 0.13% active; in the data active means a potency from the dose series; further: strong numbers were not always called active
MgcRacGAP inhibition – MgcRacGAP GTPase-activating activity inhibitors, confirmation, biochemical, ADP Hunter fluorescence | AID 624330 | 340,000 tested, 0.6% active | MgcRacGAP-stimulated Rac1 GTP hydrolysis, ADP Hunter fluorescence; higher % means a stronger effect; GST-tagged Rac1 F28L mutant substrate | one-dose inhibition, % at 30 µM; IC50 in µM for titrated hits;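 active means first-screen hits whose inhibition reached a set limit at any dose in the follow-up dose series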;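 further: fluorescence reports GDP produced by GAP-driven GTP hydrolysis; strong numbers were not always called active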
Dengue-2 NS5 capping – flavivirus cap methylation enzyme inhibition – biochemical, confirmation dose response, primary screen (AID 588689); Dengue-2 NS5 methyltransferase capping enzyme assay, biochemical; higher % means a stronger effect; inhibition, % at 25 µM, or IC50 in µM where a hit was titrated; 340,000 tested, 0.3% active; in the data active means a potency from the dose series
Salmonella PhoP GFP – PhoP-dependent GFP reporter repression – Salmonella Typhimurium, primary screen (AID 1863); 300,000 tested, 0.16% active; one-dose inhibition, % at 50 µM; IC50 in µM for titrated hits; S. Typhimurium PhoP-regulated promoter GFP reporter, 4 h; higher % means a stronger effect;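 active means inhibition over 29.93%, a cutoff 3 SD above the screen mean, later confirmed by dose response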;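 further: 0% = low Mg2+ inducing control and 100% = high Mg2+ repressing control; strong numbers were not always called active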
NTR1 ag – NTR1-driven beta-arrestin-GFP spot formation – imaging, U2OS cells, high content, primary screen (AID 493036) | P30989 | agonist mode | activation, % at 20 µM | 330,000 tested, 0.17% active;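 active means activation at or above 40% of the spot to cytoplasm intensity ratio, with at least 20 cells analyzed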;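 further: 0% = DMSO without peptide and 100% = 100 nM NTR1 peptide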
Target sequence (P30989 whole entry, looked up): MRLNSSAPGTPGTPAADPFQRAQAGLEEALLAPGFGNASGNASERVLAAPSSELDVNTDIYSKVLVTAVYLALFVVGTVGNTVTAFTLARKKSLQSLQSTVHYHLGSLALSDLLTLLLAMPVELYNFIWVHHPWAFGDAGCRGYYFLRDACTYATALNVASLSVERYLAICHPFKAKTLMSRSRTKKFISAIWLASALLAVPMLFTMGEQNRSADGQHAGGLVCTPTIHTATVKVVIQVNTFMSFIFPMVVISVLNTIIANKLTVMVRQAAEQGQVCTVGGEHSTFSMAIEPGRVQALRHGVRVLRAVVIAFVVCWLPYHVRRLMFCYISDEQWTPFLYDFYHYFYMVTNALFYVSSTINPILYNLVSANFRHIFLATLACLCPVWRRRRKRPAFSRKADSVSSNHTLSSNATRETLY
UTI89 phage lysis – inhibition of K1F phage lysis, E. coli UTI89, bacterial capsule biogenesis inhibitors, alamar blue (AID 488966) | E. coli UTI89 K1F phage lysis, alamar blue, 2 h; higher % means a stronger effect | one-dose inhibition, % at 100 µM; IC50 in µM for titrated hits | 340,000 tested, 0.02% active;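 active means phage lysis inhibition, versus mean bacterial control, above a set limit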;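 further: capsule biogenesis inhibitors block K1F phage lysis so surviving cells raise fluorescence; higher fluorescence means more inhibition of phage lysis; actives were called in the ten point dose series up to 300 µM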
T cell modulator vesicle-bound % – also measured in T cell modulator; calls as there; double positive events, %; measured here: CD8+ vesicle-bound cell fraction;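 binding gate set so that unloaded-vesicle control wells show 10% double positive cells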
NTR1 ag cell count 20 µM – recorded beside NTR1 ag, whose call it bears; cell count; measured here: cell count, cytotoxicity flag
Dengue-2 NS5 capping pilot replicate – second read-out of Dengue-2 NS5 capping, no call of its own (marks repeat the call); inhibition, %; measured here: pilot screen replicate inhibition
* hit, by the source's call; i = inactive; · = not tested or not shown; [ ] = dose if it differs, or a comment.

SMILES	Large T inhibition	West Nile virus CPE	T cell modulator	T cell modulator vesicle-bound %	RSV antiviral HEp-2	MgcRacGAP inhibition	Dengue-2 NS5 capping	Salmonella PhoP GFP	NTR1 ag	NTR1 ag cell count 20 µM	UTI89 phage lysis	others
COc1ccc(S(=O)(=O)N2CCOCC2)cc1NC(=O)c1cccc(Cl)c1	-3%	0.0%	i	18	1.0%	5%	0%	-2%	0.7	61	-0.8%[50 µM]
CCOC(=O)N1CCN(CC(O)COc2c(C)cc(C)cc2C)CC1 (stereo not given)	3%	-0.5%	i	18	0.1%	3%	0%	-7%	-0.8	55	0.6%
Nc1cc(=O)[nH]c(SCc2nnnn2-c2ccc(Cl)cc2)n1	2%	0.2%	i	6	-0.4%	5%	-6%	-3%	-3.1	61	0.1%
COc1cc(/C=N/NC(=O)c2ccncc2)cc2c1OCO2	7%	-0.3%	i	29	0.5%	7%	4%	-1%	0.1	94	1.0%[50 µM]
CCn1c(NCc2ccccc2NS(=O)(=O)c2ccc(C)cc2)nc2ccccc21	7%	-1.9%	i	47	7.3%	9%	-4%	0%	3.8	69	7.3%
Cc1sc2nc(SCC(=O)Nc3cccc(S(N)(=O)=O)c3)[nH]c(=O)c2c1C	·	·	i	46	·	11%	3%	·	-0.6	56	0.1%[50 µM]
C=CCNc1nc(-c2cc3ccccc3o2)cs1	17%	0.6%	i	41	5.5%	9%	-8%	1%	·	·	1.0%[50 µM]
COc1cccc(-c2cc(C(=O)N3CC4(C)CC3CC(C)(C)C4)no2)c1 (stereo not given)	18%	0.0%	i	8	-2.2%	2%	2%	-8%	12	50	2.0%
COc1ccc(N/C=C/C(=O)c2sc(-c3ccccc3)nc2C)cc1	6%	0.5%	i	45	-0.1%	9%	-31%	-3%	-0.3	60	0.0%
Cc1cc(=O)[nH]c(SC(C(=O)O)c2ccccc2)n1 (stereo not given)	2%	1.0%	i	43	3.0%	9%	-2%	1%	-0.4	65	0.4%
CC(C)(C)c1cc(C(=O)N/N=C/c2ccc(O)cc2)n(-c2ccccc2)n1	46µM*	-0.8%	i	26	1.5%	122µM*	-1%	11%	0.1	39	-0.1%
CCCn1nnnc1NCc1ccc(N(CC)CC)cc1	8%	-1.0%	i	35	5.9%	25%	·	0%	0.5	63	0.2%
Cc1ccc(C(C(=O)NC2CCCCC2)N(Cc2cccnc2)C(=O)c2csnn2)cc1 (stereo not given)	5%	-0.8%	i	45	1.2%	6%	-4%	-1%	-2.0	34	-0.3%
O=C(Cn1cnc2c(oc3ccccc32)c1=O)N1CCCc2ccccc21	5%	-0.3%	i	46	0.2%	6%	-6%	-11%	-1.7	88	-0.3%
COc1ccc(C2=NN(C(=O)CSc3ncccn3)C(c3cccc(OC)c3OC)C2)cc1 (stereo not given)	24%	-0.3%	i	37	-0.3%	2%	-4%	3%	0.6	34	0.3%
COc1ccc(SC[C@H](CC(C)C)N2CCN(C)CCC2=O)cc1	18%	-0.5%	i	42	-0.1%	1%	-1%	-2%	-0.7	78	-0.6%
CCS(=O)(=O)Nc1cccc(C2=NN(S(=O)(=O)c3ccc(C)cc3)C(c3ccco3)C2)c1 (stereo not given)	-1%	-0.5%	i	59	2.7%	-1%	1%	5%	1.6	92	-0.3%
Cn1cccc1CC(=O)N/N=C/c1ccco1	18%	-0.4%	i	48	0.2%	·	·	-6%	-0.8	55	·
COc1ccc(C(=O)NCCS(=O)(=O)NCCc2ccccc2)cc1	3%	·	i	44	-0.5%	8%	-1%	-6%	-0.9	53	1.3%[50 µM]
O=C(CCCc1c[nH]c2ccccc12)NCC1COc2ccccc2O1 (stereo not given)	7%	0.5%	i	63	2.3%	-4%	-3%	4%	1.5	55	0.2%
CC(=O)Nc1ccc(NC(=O)C(C)OC(=O)CCC2CCCC2)cc1 (stereo not given)	14%	·	i	41	-0.6%	3%	0%	3%	1.8	65	0.7%[50 µM]
O=C(c1ccco1)C(O)c1ccco1 (stereo not given)	12%	0.4%	i	47	-1.4%	1%	-3%	0%	-0.6	83	0.9%
C[C@@H]1CC=C[C@H]2[C@H]1C(=O)N(Cc1ccccc1)[C@H]2c1ccc(-c2cc3ccccc3s2)cc1F	16%	·	i	29	-3.0%	-4%	-6%	5%	-2.4	95	-1.1%
Cn1c(SCC(=O)N2c3ccccc3CCc3ccccc32)nnc1-c1cc2ccccc2cc1O	-4%	-1.1%	i	42	30%	9%	-6%	52%	·	·	0.7%
CCOC(=O)c1c(C)nn(-c2ncccc2NC(=O)NC(C)C)c1C	4%	-0.3%	i	40	·	9%	-5%	-8%	-0.2	48	1.4%

(continued)
SMILES	Large T inhibition	West Nile virus CPE	T cell modulator	T cell modulator vesicle-bound %	RSV antiviral HEp-2	MgcRacGAP inhibition	Dengue-2 NS5 capping	Salmonella PhoP GFP	NTR1 ag	NTR1 ag cell count 20 µM	UTI89 phage lysis	others
COc1ccccc1C1(O)C(=O)Nc2ccc(C)cc21 (stereo not given)	9%	0.2%	i	60	1.7%	5%	-3%	-6%	-0.4	58	1.9%
CC1CN(C(=O)COC(=O)c2ccc(Cl)nc2)CC(C)O1 (stereo not given)	4%	0.1%	i	51	0.2%	2%	-6%	5%	0.7	49	0.3%
CCOc1ccc(C(=O)NCCn2cc(SCC(=O)Nc3cc(C)on3)c3ccccc32)cc1	18%	1.5%	i	51	0.9%	7%	-2%	13%	3.2	60	0.9%
O=[N+]([O-])c1cccc(S(=O)(=O)c2ccc(N3CCCCC3)c([N+](=O)[O-])c2)c1	8%	-1.0%	i	41	4.8%	9%	-4%	-5%	2.3	64	0.1%[50 µM]
Cn1c(SCC(=O)Nc2sccc2C(N)=O)nnc1-c1ccncc1	5%	-0.1%	i	18	1.9%	9%	-7%	-2%	-1.8	56	1.2%
O=C(CN1CCN(c2ccc(O)cc2)CC1)NC1CCCc2ccccc21 (stereo not given)	28%	-0.8%	i	61	-0.3%	·	·	-11%	-1.7	95	·
N#C/C(Cn1c[n+](NC(=O)Nc2ccccc2)cn1)=N/O	5%	-0.2%	i	54	0.2%	5%	-6%	-7%	-0.1	101	0.0%
CC1CN(CC(O)COc2ccccc2C(C)(C)C)CC(C)O1 (stereo not given)	5%	-0.6%	i	59	1.1%	2%	2%	0%	-1.7	55	1.2%
O=C(NNS(=O)(=O)c1ccccc1C(F)(F)F)c1cccc(S(=O)(=O)Nc2ccccc2Cl)c1	5%	0.0%	i	33	2.2%	7%	-12%	-6%	0.6	41	0.9%[50 µM]
NC(=O)c1nn(-c2ccccc2)nc1NC(=O)CN1CCCCC1	6%	-0.5%	i	40	0.8%	5%	-4%	1%	2.4	85	0.1%
Cc1cc(C)n(CCCNC(=O)Cn2nnnc2CN2C[C@@H](C)O[C@@H](C)C2)n1	·	-0.3%	i	21	0.1%	8%	0%	0%	-0.4	59	-0.1%
CC1Cc2ccccc2N1C(=O)c1ccc2c(c1)OCO2 (stereo not given)	23%	-0.5%	i	23	2.1%	-4%	1%	-1%	-0.5	61	-0.1%
CCNC(=O)c1ccc(NS(=O)(=O)c2ccc3[nH]c(=O)[nH]c3c2)cc1	3%	0.3%	i	64	2.0%	1%	-3%	-5%	-1.1	78	1.2%
CCN(CC(=O)NCc1cccs1)S(=O)(=O)c1cc(NC(C)=O)ccc1OC	·	·	i	10	0.4%	2%	-5%	·	0.3	58	0.4%[50 µM]
Cc1ccc(C)c(N2CCN(CC3CCCCC3)CC2)c1	17%	-0.6%	i	41	0.6%	-10%	-5%	-1%	1.8	64	-0.6%
COc1ccc(NC(=O)CN2CCC(C(=O)c3ccc(F)cc3)CC2)c(OC)c1	9%	-0.6%	i	39	6.8%	5%	-8%	-1%	0.1	62	0.1%
Cc1cccc(-n2c(-c3ccco3)nc3nc4ccccc4nc32)c1	1%	·	i	64	-1.8%	·	·	-1%	-0.6	47	·
O=C(CCc1nc2ccccc2c(=O)[nH]1)Nc1cc(Cl)ccc1N1CCCC1	·	·	i	36	-0.3%	6%	0%	·	5.1	47	0.4%[50 µM]
COc1cc(C(=O)Nc2cccc(-c3nnc(-c4ccco4)o3)c2)ccc1OC(C)=O	11%	0.2%	i	46	-2.2%	21%	-8%	-3%	19	56	0.5%
CCn1c(=O)c2ccccc2n(CC(=O)NCCC2=CCCCC2)c1=O	3%	-0.2%	i	20	2.3%	0%	4%	0%	-2.4	55	0.1%
CC(C)CNC(=O)C1CCCN(S(=O)(=O)c2ccc(-n3cnnn3)cc2)C1 (stereo not given)	-2%	·	i	50	4.5%	9%	-3%	1%	3.5	59	2.0%
CC1(C)CC(CCN)(Cc2ccccc2Cl)CCO1 (stereo not given)	14%	-0.4%	i	14	2.1%	-2%	2%	-2%	-1.5	45	-0.7%
Cn1c(N)c(C(=O)COC(=O)c2cc(C3CC3)nc3ccccc23)c(=O)n(Cc2ccccc2)c1=O	8%	0.8%	i	27	2.5%	10%	-11%	-2%	40*	56*	0.6%
CC1CC(C)CN(S(=O)(=O)c2ccc(NC(=O)C3CC(=O)N(Cc4ccccc4)C3)cc2)C1 (stereo not given)	-4%	-0.4%	i	4	12%	10%	-5%	-4%	3.2	30	-1.6%[50 µM]
CCOc1nc(-c2ccccc2Cl)nc2ccccc12	-10%	-0.6%	i	25	5.0%	·	·	-7%	3.8	54	·
CC(OC(=O)C1CC1)C(=O)Nc1ccc([N+](=O)[O-])cc1Cl (stereo not given)	0%	-0.6%	i	24	-0.8%	6%	0%	4%	0.0	60	0.2%
O=C(CSc1nnnn1-c1ccccc1)Nc1ccccc1	7%	-0.8%	i	56	4.0%	7%	-5%	3%	-0.4	66	0.1%	Dengue-2 NS5 capping pilot replicate=0.3
CCCCSc1nnc2n(CCc3ccccc3)c(=O)c3c4c(sc3n12)COC(C)(C)C4	-2%	-0.3%	i	11	0.8%	6%	-2%	-13%	6.7	52	0.7%
Cc1cccc(CC(=O)N2CCCC2)c1	8%	0.7%	i	60	1.5%	4%	-2%	-5%	0.8	53	0.9%
Cc1ccccc1NC(=O)N1c2ccccc2CC1C (stereo not given)	9%	-1.1%	i	51	0.1%	5%	1%	-5%	-0.9	82	0.2%

Some of these compounds in order of length of the SMILES, lowest first:
SMILES	Large T inhibition	West Nile virus CPE	T cell modulator	T cell modulator vesicle-bound %	RSV antiviral HEp-2	MgcRacGAP inhibition	Dengue-2 NS5 capping	Salmonella PhoP GFP	NTR1 ag	NTR1 ag cell count 20 µM	UTI89 phage lysis	others
Cc1ccccc1NC(=O)N1c2ccccc2CC1C (stereo not given)	9%	-1.1%	i	51	0.1%	5%	1%	-5%	-0.9	82	0.2%
CC1CN(CC(O)COc2ccccc2C(C)(C)C)CC(C)O1 (stereo not given)	5%	-0.6%	i	59	1.1%	2%	2%	0%	-1.7	55	1.2%
CCS(=O)(=O)Nc1cccc(C2=NN(S(=O)(=O)c3ccc(C)cc3)C(c3ccco3)C2)c1 (stereo not given)	-1%	-0.5%	i	59	2.7%	-1%	1%	5%	1.6	92	-0.3%
